High-throughput results deposited in PubChem by several laboratories.
M4 antag: CHRM4 antagonism in calcium assay; P08173; CHO-hM4 cells, ACh EC80, Fluo-8 calcium fluorescence; inhibition, % at 3 µM; actives 0.73% (n = 360,000);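 active = inhibition above its plate's cutoff, the mean inhibition of sample wells plus 3 SD, cut at about 27% in these data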;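 also: 0% = acetylcholine EC80 with DMSO and 100% = DMSO without agonist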
Target sequence (P08173 whole entry, looked up): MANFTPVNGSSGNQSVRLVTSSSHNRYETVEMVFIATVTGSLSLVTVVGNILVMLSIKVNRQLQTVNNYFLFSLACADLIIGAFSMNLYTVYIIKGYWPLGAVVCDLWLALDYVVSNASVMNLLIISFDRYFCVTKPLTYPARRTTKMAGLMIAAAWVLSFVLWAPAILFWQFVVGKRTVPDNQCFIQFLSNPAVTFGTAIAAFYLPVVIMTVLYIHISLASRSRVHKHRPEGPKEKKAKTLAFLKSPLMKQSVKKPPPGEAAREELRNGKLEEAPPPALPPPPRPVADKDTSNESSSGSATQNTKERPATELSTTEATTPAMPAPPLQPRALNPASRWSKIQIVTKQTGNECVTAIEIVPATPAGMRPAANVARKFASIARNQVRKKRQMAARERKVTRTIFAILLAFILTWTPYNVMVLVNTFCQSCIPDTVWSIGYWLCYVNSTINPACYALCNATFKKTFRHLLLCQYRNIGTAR
M5 antag: antagonists of human muscarinic M5 receptor (CHRM5); CHO-hM5 cells, Fluo-8 calcium fluorescence, ACh EC80; inhibition, % at 3 µM; actives 0.59% (n = 360,000); P08912; AID 624040;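 active = inhibition above a per-plate cutoff, the mean of that plate's test compounds plus 3 SD, cut at about 27% in these data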;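 also: 0% = acetylcholine EC80 with DMSO and 100% = DMSO without agonist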
Target sequence (P08912 whole entry, looked up): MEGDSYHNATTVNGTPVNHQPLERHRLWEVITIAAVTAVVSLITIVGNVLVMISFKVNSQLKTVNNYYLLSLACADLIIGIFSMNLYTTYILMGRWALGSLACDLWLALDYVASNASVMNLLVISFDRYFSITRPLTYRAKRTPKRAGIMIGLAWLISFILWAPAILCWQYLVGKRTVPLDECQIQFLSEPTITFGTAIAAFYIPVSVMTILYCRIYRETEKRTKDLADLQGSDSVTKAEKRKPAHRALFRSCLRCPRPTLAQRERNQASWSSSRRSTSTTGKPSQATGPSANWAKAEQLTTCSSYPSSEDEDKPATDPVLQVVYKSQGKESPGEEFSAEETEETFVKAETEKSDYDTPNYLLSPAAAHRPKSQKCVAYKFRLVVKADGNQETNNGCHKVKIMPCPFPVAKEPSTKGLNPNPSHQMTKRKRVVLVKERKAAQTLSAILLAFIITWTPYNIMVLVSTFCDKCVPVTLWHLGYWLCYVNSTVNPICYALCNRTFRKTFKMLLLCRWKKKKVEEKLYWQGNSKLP
CRFR2-BP ag: CRF-BP/CRF-R2 complex agonism; HEK293 CRF-R2/CRF-BP, calcium dye fluorescence (FLIPR); percent of saturating CRF peptide response; activation, % at 13.2 µM; actives 0.46% (n = 350,000); AID 588473;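 active = activation of at least 50%, plus an integration ratio under a set limit after plate pattern correction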;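 also: plate controls were neutral control wells without compound for no effect and CRF at EC100 for full effect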
CHRM1 PAM: human CHRM1 positive allosteric modulation | P11229 | CHO-K1 hM1, Fluo-8 calcium fluorescence, ACh EC20; 0% = ACh EC20, 100% = maximal ACh | activation, % at 3 µM | actives 0.088% (n = 360,000) | AID 588819; in the data active = activation above about 19%, passing the limit was not always enough
M4 ag: agonists of human muscarinic M4 receptor (CHRM4) | activation, % at 3 µM | actives 0.14% (n = 360,000) | P08173 | CHO-K1 hM4/Gqi5, Fluo-8 calcium fluorescence; vehicle 0%, full acetylcholine response 100%;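 active = activation above the run mean over all test wells plus 3 SD, cut at about 32% in these data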;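 also: peak over basal fluorescence ratio per well then scaled between controls; 0% = DMSO wells and 100% = acetylcholine at EC100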
CRFR2-BP antag: antagonists of CRF-binding protein/CRF-R2 receptor complex. inhibition, % at 11.8 µM. actives 0.59% (n = 350,000). AID 588475. HEK293 CRF-R2/CRF-BP, CRF-induced calcium fluorescence;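 active = inhibition of the ligand-induced calcium signal above about 50% at the single tested concentration, limit read from the data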
M4 PAM: CHRM4 positive allosteric modulation; actives 0.4% (n = 360,000); activation, % at 3 µM; P08173; CHO-K1 hM4/Gqi5, Fluo-8 calcium fluorescence, ACh EC20; 0% = ACh EC20, 100% = maximal ACh;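 active = activation above its plate's cutoff, the mean activation of sample wells plus 3 SD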; also: some results filed as inactive read as strong as hits
M5 ag: CHRM5 agonism in calcium assay. actives 0.19% (n = 360,000). activation, % at 3 µM. CHO-K1 hM5 cells, Fluo-8 calcium fluorescence; 0% DMSO wells, 100% maximal acetylcholine response;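 active = activation above the run's mean over test compounds plus 3 SD, cut at about 23% in these data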;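 also: signal is peak over basal fluorescence ratio across the kinetic read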
CHRM5 PAM: positive allosteric modulators of human muscarinic M5 receptor | P08912 | CHO-K1 hM5, Fluo-8 calcium, ACh EC20 PAM; 0% = ACh EC20, 100% = ACh EC100 | activation, % at 3 µM | actives 0.3% (n = 360,000) | AID 624038;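 active = activation above the run cutoff, the mean activation of all test compounds plus 3 SD, cut at about 18% in these data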
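Measured by: Fluo-8 calcium fluorescence; material: human M5 receptor in CHO-K1 cells; schedule: Post-acetylcholine fluorescence recording 140 s; benchmarks: low control EC20 acetylcholine (0%), high control EC100 acetylcholine (100%); read-out: Max/basal fluorescence ratio as % of EC20–EC100 ACh window; compound: single dose, 3 µM nominal final test concentration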
The depositor's hits bear a star; . = not tested or not shown; & = joins results of further samples.

M4 antag	M5 antag	CRFR2-BP ag	CHRM1 PAM	M4 ag	CRFR2-BP antag	M4 PAM	M5 ag	CHRM5 PAM	Molecule
-11	4	.	11	1	.	7	1	1	CCCCc1ccc(S(=O)(=O)NC(=O)C2(C)CCN2C(=O)c2c(C)noc2C)cc1 (configuration not stated)
-8	-1	-1.5	14	1	1	10	0	0	CCCCS(=O)c1c(O)c2ccccc2[nH]c1=O (configuration not stated)
-1	6	-2.0	10	0	11	-1	-7	7	Cc1cc(C)c(NC(=O)C2CC3CCC2C3)c(C)c1 (configuration not stated)
-3	-4	-2.1	4	0	14	6	-3	3	CN(C(=O)c1ccc(Cl)c([N+](=O)[O-])c1)C1(C)CCS(=O)(=O)C1 (configuration not stated)
-9	13	.	11	2	.	2	1	-5	OCCN1CCN(c2ncnc3c2ncn3[C@H]2CN(Cc3ccc(Cl)cc3)C[C@@H](CO)O2)CC1
-7	0	8.0	10	1	14	4	4	2	Cc1ccc(-c2noc(CC(=O)c3ccc([N+](=O)[O-])cc3)n2)cc1
2	1	-1.2	11	-1	-5	4	4	7	CCOC(=O)NC(=O)COC(=O)CNC(=O)c1cccc(OC)c1
6	-6	0.3	3	0	-6	-1	2	6	O=C(CSc1nnc(-c2cccs2)o1)N1CCOCC1
-2	-1	3.0	-1	1	1	-5	-4	-3	CC1CC(C)CN(S(=O)(=O)N2CCCC(C(=O)NCCc3ccc(Cl)cc3)C2)C1 (configuration not stated)
5	11	-0.8	0	7	40	-12	-6	-10	CCc1cccc(NC(=O)C2CCCN(c3ncnc4c3nc3n4CCCCC3)C2)c1 (configuration not stated)
8	-7	-1.4	5	2	-7	21	-2	-3	Cc1ccccc1NC(=O)Cn1nnc(-c2ccc(N3CCOCC3)cc2)n1
-6	-1	1.2	2	0	1	16	-3	2	CC(C)(C)NC(=O)Cn1c(SCC(=O)Nc2nccs2)nc2ccccc21
-2	8	-1.4	8	1	-10	3	-2	-2	COc1ccc(C)cc1NC(=O)c1ccccc1NS(=O)(=O)c1cccc2cccnc12
8	2	-0.6	-2	1	15	-17	-5	-7	COc1ccc(C(=O)/C=C/C(=O)N(Cc2ccc(F)cc2)C(C(=O)NC2CCCCC2)c2ccncc2)c(O)c1 (configuration not stated)
-11	7	0.9	1	-1	-6	0	-2	-1	O=C(C1=C(O)C(=O)N(CC2CCCO2)C1c1ccc(Cl)cc1)c1ccco1 (configuration not stated)
3	13	0.4	-9	12	11	-10	0	-12	O=C(CSc1nc2ccccc2s1)Nc1ccc(Cl)c(S(=O)(=O)N2CCOCC2)c1
-2	3	5.9	3	0	-18	-1	-3	-2	Clc1ccc(Cn2nc(-c3ccccc3)nc2-c2ccccc2)cc1
3	1	-0.6	7	1	9	1	-2	-2	CCCS(=O)(=O)N1CCN(C(=O)COc2ccc(OC)cc2)CC1
8	0	8.4	-9	3	22	-9	-2	-8	CCN(CC)c1ccc(/C=N/NC(=O)c2cccc(S(=O)(=O)N3CCOCC3)c2)cc1
6	10	-0.7	14	1	14	11	-1	-9	Cc1cccc(OC(=O)c2sc(Cl)nc2C)c1
-3	6	-0.4	4	2	-16	-4	2	-7	Cc1nn(C)c(C)c1S(=O)(=O)N(CC(=O)Nc1nccs1)c1ccc(C(C)C)cc1
-6	-9	-0.5	8	-1	-22	-1	-4	7	CC(C)OC(=O)c1cccnc1N1CCN(c2cccc(Cl)c2)CC1
-2	4	12	4	1	14	2	1	4	CC(C(=O)O)n1nnc2ccccc21 (configuration not stated)
-1	-5	1.5	0	2	8	-2	-2	0	CCOC(=O)CSc1nc(-c2ccncc2)ccc1C#N
1	3	-0.7	1	1	8	2	-4	1	CCc1nn(CC(=O)N(C)C2CCCCC2)c(=O)c2cc3cc(C)ccc3n12
10	20	2.3	-13	19	-9	-13	-3	-37	CCN(CC)c1ccc(S(=O)(=O)N2CCOCC2)cc1NC(=O)COC(=O)/C=C/c1ccccc1
-2	10	-0.7	2	1	11	-6	4	-2	CCOc1c(Br)cc(CNc2ccc(N3CCOCC3)cc2)cc1OC
-11	8	3.5	4	0	7	15	-4	-6	COc1ccc(NC(=O)OCC(C)C)cc1OC
4	-1	0.9	7	0	3	10	-3	1	COc1ccc(CC(=O)OCC(=O)Nc2c(C)n(C)n(-c3ccccc3)c2=O)cc1
0	13	-0.4	4	1	-6	-2	-3	-2	COc1ccc(CNS(=O)(=O)c2ccc(-c3ccc(=O)[nH]n3)o2)cc1
-5	-9	-2.0	9	1	0	18	1	6	COc1ccc(NC(=O)N2CCN(S(C)(=O)=O)CC2)cc1OC
-2	5	.	7	0	.	0	0	-1	CCCCC(=O)N(C)c1c(CC)nc2c(OCC(N)=O)cccn12
-18	-15	-0.5	5	2	11	3	1	9	CCCOc1cccc(C2/C(=C(\O)c3ccc4c(c3)OCCO4)C(=O)C(=O)N2CCCn2ccnc2)c1 (configuration not stated)
-14	-8	1.1	-2	2	-7	4	-5	8	CN1CCN(S(=O)(=O)c2ccc(NC(=S)NC(=O)c3ccccc3)cc2)CC1
-7	-2	1.2	1	0	-1	6	-4	21*	CCOC(=O)CC(NC(=O)c1ccco1)c1ccc(OC)cc1 (configuration not stated)
-20	-3	-0.7	-5	10	15	-8	-4	-3	COc1ccc(CCn2c(=N)c(C(=O)NC3CCCC3)cc3c(=O)n4cccc(C)c4nc32)cc1
-4	5	0.1	-2	1	0	1	-2	-2	Cc1ccc(CN2CCC(N3CC(C)OC(C)C3)CC2)cc1 (configuration not stated)
9	4	-0.8	0	0	2	-4	-1	4	Cc1cc(C(F)(F)F)nc(-n2cc(-c3ccccc3)nn2)n1
1	6	0.5	5	5	-7	-4	0	-2	COc1ccccc1CNC(=O)CC(C)c1ccccc1 (configuration not stated)
5	11	-1.7	5	1	-5	2	0	3	O=C(NCc1ccccc1)c1ccc2nc(N3CCOCC3)sc2c1
0	12	-0.7	6	0	-10	4	-3	-5	NNc1nc2cc3c(cc2s1)OCCO3
3	-5	-0.4	10	0	-2	5	-1	1	CCN(C(=O)CSc1nc2c(cnn2-c2ccccc2)c(=O)[nH]1)C1CCS(=O)(=O)C1 (configuration not stated)
-4	-1	1.6	-14	5	-23	2	-3	-8	CCN(CC)CCN(C(=O)c1ccc2c(c1)CCCC2)c1nc2c(OC)cccc2s1
0	17	0.5	3	0	40	-2	-7	-5	Cc1ccc(OCC(=O)N2CCC(N3CC(C)CC(C)C3)CC2)cc1 (configuration not stated)
3	12	1.4	5	-1	-9	2	-4	-4	Cc1cc(-c2nnc(CCC(=O)NC(C)c3cccc4ccccc34)o2)no1 (configuration not stated)
-8	-7	-1.6	7	1	7	12	1	5	O=C(OCC(=O)N1CCCC1)c1ccco1
-13	4	1.1	9	2	0	9	0	-3	CN(CC(=O)Nc1ccc(F)c(F)c1F)C(=O)c1ccc2c(c1)NC(=O)CS2
0	4	0.5	-4	4	-9	-2	0	-8	C=CS(=O)(=O)N(Cc1ccccc1Br)[C@H](CO)Cc1ccccc1

6 entries out of the list above, sorted by their value in CRFR2-BP antag, ascending:
M4 antag	M5 antag	CRFR2-BP ag	CHRM1 PAM	M4 ag	CRFR2-BP antag	M4 PAM	M5 ag	CHRM5 PAM	Molecule
0	12	-0.7	6	0	-10	4	-3	-5	NNc1nc2cc3c(cc2s1)OCCO3
3	12	1.4	5	-1	-9	2	-4	-4	Cc1cc(-c2nnc(CCC(=O)NC(C)c3cccc4ccccc34)o2)no1 (configuration not stated)
1	6	0.5	5	5	-7	-4	0	-2	COc1ccccc1CNC(=O)CC(C)c1ccccc1 (configuration not stated)
5	11	-1.7	5	1	-5	2	0	3	O=C(NCc1ccccc1)c1ccc2nc(N3CCOCC3)sc2c1
3	-5	-0.4	10	0	-2	5	-1	1	CCN(C(=O)CSc1nc2c(cnn2-c2ccccc2)c(=O)[nH]1)C1CCS(=O)(=O)C1 (configuration not stated)
9	4	-0.8	0	0	2	-4	-1	4	Cc1cc(C(F)(F)F)nc(-n2cc(-c3ccccc3)nn2)n1

Next part
M4 antag	M5 antag	CRFR2-BP ag	CHRM1 PAM	M4 ag	CRFR2-BP antag	M4 PAM	M5 ag	CHRM5 PAM	Molecule
0	2	-1.2	9	2	5	6	2	13	C=CCN1[C@@H](Cc2ccccc2)COCCS1(=O)=O
-5	15	.	7	0	.	5	1	1	CCCC(=O)N1CCCC1(C)C(=O)Nc1ccc(OC(F)F)cc1 (configuration not stated)
8	-1	-0.9	-6	1	-14	-6	0	-3	COC(=O)N/N=C\c1ccc(-c2cc(Cl)c(Cl)cc2Cl)o1
-7	-3	.	.	1	.	5	0	1	CN(C)CCCNC(=O)OC1CC2CC1[C@H]1CCCCN1C2=O (some centres not stated)
-8	2	0.5	12	3	7	2	0	-3	COc1cc(C(=O)N(Cc2cc3cc(C)ccc3[nH]c2=O)CC2CCCO2)cc(OC)c1OC (configuration not stated)
13	8	-0.8	-3	2	9	-18	-2	0	CCOc1ccc(CNC2CCCc3ccccc32)cc1 (configuration not stated)
-13	-2	-2.5	9	0	-9	25	-3	12	Cc1sc2c(c1C)c(=O)n(-c1ccc(Cl)cc1)c(=O)n2Cc1cc(=O)n2ccccc2n1
2	4	3.5	22	1	-9	-2	1	4	O=C(NCCc1ccc(Cl)cc1)C1CC(=O)N(C2CCCCC2)C1 (configuration not stated)
8	6	0.4	6	3	35	0	0	3	Cc1c(C(=O)NCc2ccc(S(N)(=O)=O)cc2)oc2ccc(Cl)cc12
-8	10	-0.9	4	-1	10	-5	1	-6	COc1ccc(CCNC(=O)NC23CC4CC(CC(C4)C2)C3)cc1
8	-1	-1.0	1	0	2	4	1	3	Cc1cccc(C)c1NC(=O)C1CCCN1C(=O)Nc1cccc(F)c1 (configuration not stated)
1	2	-0.3	2	2	13	-1	-3	-6	O=C(c1ccc(CS(=O)(=O)c2ccc(Br)cc2)o1)N1CCN(c2ccc(F)cc2)CC1
17	14	-0.9	4	0	-8	-8	-8	-4	CC1CCN(S(=O)(=O)c2ccc3c(c2)N(CC(=O)NCCCN2CCCC(C)C2)C(=O)CS3)CC1 (configuration not stated)
12	8	0.7	-12	0	11	-15	-4	-2	CCCCC(=O)Nc1ccc(N2CCCC2)cc1
4	-2	0.9	-2	0	-16	1	0	-2	O=C(CSc1nccn(-c2ccc(Br)cc2)c1=O)Nc1ccccc1F
3	13	-1.3	-1	1	11	-1	-3	4	CCNC(=O)OCc1cn(-c2ccc(Cl)cc2)nn1
26	25	-0.1	-21	20	16	-44	6	-32	Cc1csc2ncnc(NNC(=O)c3ccc(Cl)cc3)c12
-25	-4	-0.6	4	0	-24	7	0	1	Cc1cc(NC(=O)c2cc(-c3ccc(C)s3)nc3ccccc23)no1
-13&-8	2&-7	1.1&1.0	-4&5	3&2	-25&-39	9&-4	1&2	3&1	CC(=O)OCC(=O)[C@@]1(O)CC[C@H]2[C@@H]3CCC4=CC(=O)CC[C@]4(C)[C@H]3[C@@H](O)C[C@@]21C
9	-8	0.8	-5	1	-6	-7	-3	6	O=C(C[n+]1ccc(C(=O)NCc2ccccc2)cc1)c1ccc2c(c1)OCCO2
2	1	-0.1	-1	4	-12	-4	-5	-4	C=C(C)Cn1c(=O)c2c(nc3n2CCN3c2cccc(Cl)c2C)n(C)c1=O
6	4	0.0	1	6	2	-1	3	1	CN(CC(=O)Nc1cccc(F)c1)C(=O)c1ccc(OCc2cn3ccccc3n2)cc1
